EPAC1 antag = blocks human EPAC1 exchange factor | EPAC1 GEF assay, Rap1b-BODIPY-GDP exchange fluorescence | actives 0.14% (n = 360,000) | Potency, µM (top dose mostly 115 µM), inactives show top-dose activity change, negative = inhibition, hits mostly inhibitors | O95398;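 also: potency is read from the fitted curve at half-maximal effect; plate controls were vehicle for no effect and positive control for full effect; nearly all actives have a fitted effect of over 50% in size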
Target sequence (O95398 whole entry, looked up): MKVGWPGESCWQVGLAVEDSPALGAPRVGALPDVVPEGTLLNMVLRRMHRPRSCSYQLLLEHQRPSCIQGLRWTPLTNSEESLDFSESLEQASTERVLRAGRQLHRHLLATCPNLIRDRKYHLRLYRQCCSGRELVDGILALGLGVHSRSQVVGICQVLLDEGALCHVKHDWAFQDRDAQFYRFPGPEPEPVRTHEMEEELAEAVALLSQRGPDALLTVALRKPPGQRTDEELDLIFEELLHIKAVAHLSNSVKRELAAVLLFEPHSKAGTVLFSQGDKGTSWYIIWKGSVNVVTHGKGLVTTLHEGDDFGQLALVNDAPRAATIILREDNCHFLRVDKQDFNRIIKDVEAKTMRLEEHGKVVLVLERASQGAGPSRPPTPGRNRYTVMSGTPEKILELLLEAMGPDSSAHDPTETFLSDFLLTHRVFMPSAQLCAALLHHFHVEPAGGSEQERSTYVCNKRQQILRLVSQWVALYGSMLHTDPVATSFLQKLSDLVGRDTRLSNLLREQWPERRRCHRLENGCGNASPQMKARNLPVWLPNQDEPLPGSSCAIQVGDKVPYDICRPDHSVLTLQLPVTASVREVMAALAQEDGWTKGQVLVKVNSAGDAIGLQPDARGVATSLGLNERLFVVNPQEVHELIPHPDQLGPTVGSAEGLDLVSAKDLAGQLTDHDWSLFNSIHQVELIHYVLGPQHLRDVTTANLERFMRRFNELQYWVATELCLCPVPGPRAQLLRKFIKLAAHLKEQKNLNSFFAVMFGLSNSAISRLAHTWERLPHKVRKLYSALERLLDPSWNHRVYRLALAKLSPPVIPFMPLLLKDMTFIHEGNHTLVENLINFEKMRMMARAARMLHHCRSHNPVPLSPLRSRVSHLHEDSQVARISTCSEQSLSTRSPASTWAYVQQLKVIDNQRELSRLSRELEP
IL2 activator = activates IL-2 in a cell-based reporter assay; activation, % (series mostly up to about 46 µM); IL-2 activation reporter assay, cell-based qHTS; stimulated with anti-CD3/CD4/CD28 beads; in transgenic mouse T cells; actives 0.065% (n = 360,000); AID 652025; in the data active = activation above about 50%; inconclusive = mostly about 30% to 49%; also: 0% is about no effect
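Readout: EGFP and DsRed signals by fluorescent plate cytometry. Unstimulated transgenic mouse T cells received compound 60 min before antibody-bead stimulation, then incubated 18 h at 37 degrees C.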
Abeta yeast res = compounds reversing amyloid beta toxicity in yeast | actives 0.063% (n = 410,000) | yeast expressing A-beta42, growth rescue, OD600, 48 h; response scale: 0% DMSO, 100% iron-clioquinol control | Potency, µM (top dose mostly 46.1 µM), without a hit: at the top dose growth rescue, most hits filed as activators; also: potency is read from the fitted curve at half-maximal effect; nearly all actives have a fitted effect of over 55% in size
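Growth rescue measured by 600 nm absorbance after 48 h yeast culture at 30 C with compound. Values normalized between DMSO and an equimolar ferric chloride plus clioquinol control.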
EPAC1 ag = agonists of human EPAC1; O95398; Potency, µM (series often up to 154 µM), for inactives: at the top dose activation, most hits filed as activators; EPAC1 agonist qHTS, biochemical assay; response scale: 100% = response to 6.5 mM cAMP; actives 0.073% (n = 360,000); AID 720707; also: potency is read from the fitted curve at half-maximal effect; nearly all actives have a fitted effect of over 60% in size
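EPAC1 100 nM, Rap1B–BODIPY-GDP 250 nM, unlabeled GDP 50 uM; compound titration; 5 min RT; kinetic read ex480/em540 at 5-min intervals ×30 min; data normalized to 6.5 mM cAMP agonist control.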
PI5P4Ka inh = PI5P4K alpha (human) kinase inhibition; PI5P4Kalpha enzyme, ADP-Glo luminescence, 60 min; active compounds read low; max response, %; AID 652105; actives 1.2% (n = 330,000); active = max response of -50% or lower; inconclusive = between -30% and -50%; inactive = -30% or higher; also: value at the top dose of about 77 µM; % is scaled to controls: 0 for no effect and ±100 for the full control effect
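Single end-point luminescence (ADP-Glo) quantified ADP from PI5P4Kalpha turnover; ATP 5 microM final, 1 h at RT, 0.1% CHAPS and 0.28 mM EGTA in HEPES pH 7.4.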
PLK1 PBD block = PLK1 (human) polo-box domain binding inhibition; P53350; Plk1 PBD binding of FITC phosphopeptide, fluorescence polarization; actives 2.8% (n = 360,000); Potency, µM, inactives show max response, negative = inhibition, hits mostly inhibitors; also: potency is read from the fitted curve at half-maximal effect; series mostly up to about 57 µM; % is scaled to controls: 0 for no effect and ±100 for the full control effect; nearly all actives have a fitted effect of over 65% in size
WRN inhibitor = WRN helicase (human) inhibition; Q14191; WRN helicase unwinding, fluorescent forked duplex, kinetic; Potency, µM (doses to about 114 µM), for the others: at the highest dose activity change, negative = inhibition, hits mostly inhibitors; actives 0.46% (n = 360,000); also: potency is read from the fitted curve at half-maximal effect; % is scaled to controls: 0 for no effect and ±100 for the full control effect; nearly all actives have a fitted effect of over 55% in size
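WRN at 20 nM final preincubated with compound 15 min at room temperature; reaction started with 100 nM fluorophore/quencher forked duplex oligonucleotide and 2 mM ATP final. Unwinding followed kinetically by red fluorescence (ex 525, em 598 nm).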
FUS suppressor = rescues growth of FUS-expressing yeast | actives 0.24% (n = 390,000) | S. cerevisiae FUS-expressing, growth rescue, OD600, 24 h | Potency, µM (doses to about 76.6 µM), for the others: at the highest dose growth rescue (activation), usual class: activators | AID 1347120;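 also: potency is read from the fitted curve at half-maximal effect; plate controls were DMSO vehicle for no effect and reference control for full effect; nearly all actives have a fitted effect of over 55% in size; some results filed as inactive show a strong effect at the top dose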
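Read-out: OD at 600 nm after 24hr at 30C, reporting rescue of FUS-induced yeast toxicity. Cells at OD 0.005 in galactose (2%) minimal medium; compounds tested in a dilution series; CP55940 titration from 92uM final as control.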
* hit, by the source's call; u = inconclusive; x = not tested or not shown; [ ] = dose if it differs, or a comment. Unless noted, calls follow the shape of the dose curve; as a rule, active = well fitted curve in the direction sought with a large enough effect; inconclusive = small, poorly fitted or top-dose-only effect, or another doubt; inactive = no such curve, though single readings can be large; an effect the other way counts as inactive or inconclusive.

Sample of the layout:
no.	SMILES	EPAC1 antag	IL2 activator	Abeta yeast res	EPAC1 ag
1	COc1ccc(CC(=O)OCC(=O)N2CCCc3ccccc32)cc1OC	7%	1.6	10%	-3%
2	O=C(C=Cc1cccs1)c1ccc(Cl)s1	-28%	-1.0	13%	9%
3	COc1cc(OC)cc(C(=O)NC2CCN(CCCOc3ccccc3)CC2)c1	3%	-0.8	8%	14%
4	CCc1cc2cc(C)cc(C)c2[nH]c1=S	-12%	0.5	6%	1%
5	CC(=O)CC1(C)OC(N)=C(C#N)C1(C#N)C#N (stereo unspecified)	19%	0.5	8%	4%
6	CCC1Oc2ccc(C)cc2N(CC(=O)NCc2ccco2)C1=O (stereo unspecified)	-26%	-0.1	9%	6%
7	O=C(Nc1ccccc1N1CCN(c2ccc(F)cc2)CC1)c1ccccc1	-6%	-0.5	-15%	5%
8	COc1cc(S(=O)(=O)NCc2cccnc2)ccc1F	-10%	-0.6	-7%	-4%
9	Cc1c(OCC(=O)NCc2ccccn2)ccc2c3c(c(=O)oc12)CCCC3	-2%	3.9	x	-5%

no.	PI5P4Ka inh	PLK1 PBD block	WRN inhibitor	FUS suppressor
1	-2	0%	-5%	0%
2	3	-12%	-11%	12%
3	8	-3%	6%	-12%
4	u	-21%	-1%	-25%
5	0	u	-12%	4%
6	-2	-9%	-19%	1%
7	8	-25%	-10%	-11%
8	-1	-5%	-3%	9%
9	3	-9%	1%	5%

This part in full, previewed entries included:
no.	SMILES	EPAC1 antag	IL2 activator	Abeta yeast res	EPAC1 ag
1	COc1ccc(CC(=O)OCC(=O)N2CCCc3ccccc32)cc1OC	7%	1.6	10%	-3%
2	O=C(C=Cc1cccs1)c1ccc(Cl)s1	-28%	-1.0	13%	9%
3	COc1cc(OC)cc(C(=O)NC2CCN(CCCOc3ccccc3)CC2)c1	3%	-0.8	8%	14%
4	CCc1cc2cc(C)cc(C)c2[nH]c1=S	-12%	0.5	6%	1%
5	CC(=O)CC1(C)OC(N)=C(C#N)C1(C#N)C#N (stereo unspecified)	19%	0.5	8%	4%
6	CCC1Oc2ccc(C)cc2N(CC(=O)NCc2ccco2)C1=O (stereo unspecified)	-26%	-0.1	9%	6%
7	O=C(Nc1ccccc1N1CCN(c2ccc(F)cc2)CC1)c1ccccc1	-6%	-0.5	-15%	5%
8	COc1cc(S(=O)(=O)NCc2cccnc2)ccc1F	-10%	-0.6	-7%	-4%
9	Cc1c(OCC(=O)NCc2ccccn2)ccc2c3c(c(=O)oc12)CCCC3	-2%	3.9	x	-5%
10	COc1ccc(NC(=O)CSc2nc3nc(C)cc(C)c3c(=O)[nH]2)cc1	u	-3.1	-4%	-9%
11	Cc1ccc(F)cc1NC(=O)CCC(=O)c1cccs1	0%	-1.5	26%	-2%
12	Cn1cccc1C(=O)NCCc1ccccc1	-14%	-3.3	-9%	-10%
13	Cc1ccccc1S(=O)(=O)NC(=O)C1(C)CCN1C(=O)C1(c2ccccc2)CC1 (stereo unspecified)	2%	1.8	-2%	1%
14	O=C(N/C(=C\c1ccco1)C(=O)N1CCCC1)c1cccs1	-7%	-1.2	-1%	10%
15	CCC(C)C(=O)Nc1nc2ccc(OC)cc2s1 (stereo unspecified)	17%	-0.1	u	-4%

no.	PI5P4Ka inh	PLK1 PBD block	WRN inhibitor	FUS suppressor
1	-2	0%	-5%	0%
2	3	-12%	-11%	12%
3	8	-3%	6%	-12%
4	u	-21%	-1%	-25%
5	0	u	-12%	4%
6	-2	-9%	-19%	1%
7	8	-25%	-10%	-11%
8	-1	-5%	-3%	9%
9	3	-9%	1%	5%
10	-13	-22%	-1%	23%
11	1	-1%	6%	-6%
12	-7	-11%	-24%	0%
13	1	-4%	3%[57.1 µM]	-1%
14	x	-14%	-6%	5%
15	2	6%	2%	-6%

Next section:
no.	SMILES	EPAC1 antag	IL2 activator	Abeta yeast res	EPAC1 ag
16	O=C1c2[nH]nc(-c3ccccc3O)c2C(c2cccc(Cl)c2)N1Cc1ccco1 (stereo unspecified)	-17%	-2.1	9%	24%
17	CN(CCNS(=O)(=O)c1ccc2c(c1)oc(=O)n2C)Cc1ccccc1	-5%	-4.0	-13%	3%
18	Cc1ccc(NC(=S)NC(=O)C2CC2)cc1Cl	7%	0.0	u	7%
19	O=C(OCC(=O)c1ccc(Cl)s1)c1cnccn1	-12%	-0.9	5%	2%
20	CCOC(=O)c1nn(-c2ccc(Cl)cc2)c(=O)c(C#N)c1C	5%	1.2	-16%	15%
21	O=C(Cn1cnc2sc(-c3ccccc3)cc2c1=O)N1CCOCC1	8%	1.1	-2%	10%
22	CN(Cc1ccc(F)cc1)C(=O)c1cccc(S(=O)(=O)N2CCN(c3ccc(F)cc3)CC2)c1	-18%	-7.8	u	4%
23	O=C(CCn1c(=O)oc2ccccc21)N1CCN(c2ccc(F)cc2)CC1	23%	-1.5	-10%	-1%
24	O=C1Oc2ccccc2C(=O)/C1=C/N1CCN(c2ccccc2F)CC1	-20%	2.3	-2%	-4%
25	CN(c1ccccc1)S(=O)(=O)c1cccc(NC(=O)CN2C(=O)NC3(CCCC3)C2=O)c1	-24%	3.9	4%	3%
26	O=S(=O)(c1cccc(-c2csc(N/N=C/c3ccco3)n2)c1)N1CCOCC1	-23%	-1.4	20%	-15%
27	Cc1ccc(CNC(=O)CCS(=O)(=O)c2ccc(Br)s2)cc1	-11%	-2.2	-22%	5%
28	CCOc1cc(OCC)cc(C(=O)N2CCC[C@H]2C(=O)N2CCC[C@H]2C(=O)NCc2ccccn2)c1	-10%	-0.9	-1%	11%
29	Cc1cccnc1CCNC(=O)C1CCC(=O)N(Cc2cccc(F)c2)C1 (stereo unspecified)	1%	0.3	-12%	-26%
30	CCc1ccc(C(=O)NNc2ccc(S(N)(=O)=O)cc2)cc1	-24%	0.0	12%	6%

no.	PI5P4Ka inh	PLK1 PBD block	WRN inhibitor	FUS suppressor
16	x	-3%	-22%	u
17	1	-14%	3%	-28%
18	0	-4%	-5%	14%
19	-52*	-11%	-10%	7%
20	-1	-6%	1%	7%
21	x	-12%	-4%	-14%
22	-4	-4%	-1%	27%
23	-3	-13%	4%	1%
24	0	u	-10%	20%
25	6	-3%	-10%	u
26	-9	-4%	-8%	u
27	6	-25%	3%	-5%
28	-1	2%	-3%	1%
29	-4	1%	10%	13%
30	5	-14%	u	-21%

(next part)
no.	SMILES	EPAC1 antag	IL2 activator	Abeta yeast res	EPAC1 ag
31	O=C(Cn1nc(C(F)(F)F)c2c1CCC2)NCc1ccc(Cl)cc1	-5%	0.9	-22%	-20%
32	Cc1oc2cc(O)ccc2c(=O)c1-c1ccccc1	-25%	3.0	-7%	-3%
33	O=C(COC(=O)c1ccc(F)cc1F)NC1CC1	-3%	-2.9	-10%	9%
34	O=C(CC[C@H]1O[C@@H](n2ccc(=O)[nH]c2=O)[C@H](O)[C@@H]1O)N[C@@H](Cc1ccccc1)C(=O)NCC1CCCO1 (stereo partly specified)	7%	1.5	-1%	-3%
35	CCOC(=O)c1ccc(NC(=O)c2c(N)n(Cc3ccccc3)c(=O)[nH]c2=O)cc1	-10%	-2.5	-5%	-8%
36	O=C(CN1CCN(CC(=O)c2ccc(Cl)cc2)CC1)c1ccc(Cl)cc1	-23%	1.0	4%	-1%
37	COc1ccc(C2CC(c3c(-c4ccccc4)c4cc(Cl)ccc4[nH]c3=O)=NN2S(C)(=O)=O)cc1OC (stereo unspecified)	20%	-0.6	-13%	3%
38	CC(C)(C)OC(=O)N1CCC(C(N)=O)CC1	1%	-3.6	1%	-6%
39	O=C1NC2(Nc3ccccc31)C(=O)Nc1ccccc12 (stereo unspecified)	1%	-0.3	4%	-1%
40	Cc1ccc2cccnc2c1N	12%	1.6	1%	5%
41	COc1ccc(C[C@@H]2CN3C(=NC[C@@H]3Cc3ccc(O)cc3)N2C[C@H](C)NC(=O)CCC2CCCCC2)cc1	3%	-0.2	7%	-4%
42	CCN1CCN(CC(O)COc2ccc3c(C)cc(=O)oc3c2)CC1 (stereo unspecified)	7%	-0.9	-22%	12%
43	Cc1c(NS(=O)(=O)N2CCCCC2)c(=O)n(-c2ccccc2)n1C	-3%	-1.4	8%	4%
44	CCC(CC)c1nnc(NC(=O)CS(=O)(=O)c2ccccc2)s1	7%	0.3	-1%	1%
45	O=C(CSc1nnnn1-c1ccc(O)cc1)Nc1cccc(S(=O)(=O)N2CCCC2)c1	-14%	-0.4	20%	11%
46	CC(=O)Nc1ccc(S(=O)(=O)Nc2ccc3c(c2)CCC3)cc1	2%	-0.2	5%	7%
47	CN1CCCC(C#CC(O)(c2ccccc2)c2ccccc2)C1 (stereo unspecified)	-8%	2.7	-7%	2%

no.	PI5P4Ka inh	PLK1 PBD block	WRN inhibitor	FUS suppressor
31	1	-6%	9%	-6%
32	-11	-12%	-1%	-1%
33	-7	-12%	5%	12%
34	0	-1%	-8%	-24%
35	-4	-12%	6%	-11%
36	4	u	-13%	13%
37	2	-6%	-10%	34%
38	-1	-13%	2%	-24%
39	-23	-7%	-8%	21%
40	1	-1%	2%	-10%
41	1	27µM*	-4%	18%
42	6	-6%	-3%	38%
43	x	0%	-8%	14%
44	-9	9.5µM*	-6%	14%
45	0	-1%	-25%	5%
46	6	-3%	-3%	21%
47	-11	-3%	-24%	16%
